TDP-43 yeast inh: qHTS of TDP-43 Inhibitors; TDP-43 expressing yeast growth rescue, BacTiter-Glo, 24 h; Potency, µM (doses to about 46.1 µM), without a hit: top-dose growth rescue (activation), most hits filed as activators; actives 1.8% (n = 410,000); AID 652104, 2013; note: % of control where 0% means no effect; nearly all actives have a fitted effect of over 50% in size
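Readout is BacTiter-Glo luminescence of cell growth, so inhibitors register as activators. TDP-43-expressing yeast at OD600=0.02 in galactose medium, after raffinose pregrowth to mid-log, were incubated with compound for 24 hr at 30 deg C.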
FUS yeast rescue: qHTS for Suppressors of FUS Proteinopathy: Primary screen using FUS-linked yeast assay | S. cerevisiae FUS-expressing, growth rescue, OD600, 24 h | actives 0.24% (n = 390,000) | Potency, µM (highest dose often 76.6 µM), for the others: top-dose growth rescue (activation), actives largely listed as activators;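 note: plate controls were DMSO vehicle for no effect and reference control for full effect; nearly all actives have a fitted effect of over 55% in size; some results filed as inactive show a strong effect at the top dose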
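S. cerevisiae expressing FUS from galactose induction served as the toxicity model. Growth after 24hr at 30C, read as absorbance at 600 nm, indicates suppression of toxicity; compounds dosed at several concentrations.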
aSyn rescue: qHTS of alpha-syn Inhibitors; Yeast expressing alpha-synuclein, growth rescue, BacTiter-Glo, 24 h; Potency, µM (titrated, usually from 46.1 µM), for the others: at the highest dose growth rescue (activation), most hits filed as activators; actives 0.14% (n = 370,000); note: % of control where 0% means no effect; nearly all actives have a fitted effect of over 65% in size
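Readout is rescue of growth in alpha-synuclein-expressing yeast, so inhibitors of toxicity appear as activators. Growth after 24 hr at 30 deg C in galactose medium is quantified by luminescence.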
EPAC1 antag: qHTS for Antagonist of cAMP-regulated guanine nucleotide exchange factor 3 (EPAC1): primary screen; Rap guanine nucleotide exchange factor 3 (Homo sapiens), O95398; EPAC1 GEF assay, Rap1b-BODIPY-GDP exchange fluorescence; Potency, µM (doses to about 115 µM), for the others: top-dose activity change, negative = inhibition, most hits filed as inhibitors; actives 0.14% (n = 360,000);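 note: plate controls were vehicle for no effect and positive control for full effect; nearly all actives have a fitted effect of over 50% in size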
PTHR1 ag: qHTS for PTHR1 Agonists: Primary Screen | HEK293 GP2 PTHR1 cells, GloSensor cAMP luminescence, 1 h | actives 0.075% (n = 410,000) | Parathyroid hormone/parathyroid hormone-related peptide receptor (Homo sapiens), Q03431 | Potency, µM (top dose mostly 115 µM), for the others: at the highest dose activation, usual class: activators; note: nearly all actives have a fitted effect of over 55% in size; some results filed as inactive show a strong effect at the top dose; inactives centre near -15; many of its hits are not listed in these tables
Target sequence (Q03431 whole entry, looked up): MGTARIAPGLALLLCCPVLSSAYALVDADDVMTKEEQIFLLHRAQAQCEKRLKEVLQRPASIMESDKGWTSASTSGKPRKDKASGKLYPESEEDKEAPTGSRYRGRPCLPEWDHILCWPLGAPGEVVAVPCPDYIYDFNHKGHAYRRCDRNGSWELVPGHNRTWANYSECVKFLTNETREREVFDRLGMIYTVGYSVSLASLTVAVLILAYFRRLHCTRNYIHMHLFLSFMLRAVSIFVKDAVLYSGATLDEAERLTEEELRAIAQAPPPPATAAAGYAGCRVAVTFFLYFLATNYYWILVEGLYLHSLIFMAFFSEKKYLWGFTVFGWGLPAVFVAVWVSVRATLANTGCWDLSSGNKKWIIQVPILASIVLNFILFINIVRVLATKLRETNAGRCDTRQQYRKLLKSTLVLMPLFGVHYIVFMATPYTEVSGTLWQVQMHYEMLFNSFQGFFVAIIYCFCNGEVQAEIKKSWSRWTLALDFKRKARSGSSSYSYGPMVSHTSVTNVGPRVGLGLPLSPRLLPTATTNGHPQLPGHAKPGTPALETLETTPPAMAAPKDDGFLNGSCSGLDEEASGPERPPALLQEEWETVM
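HEK-293-derived GP2 cells expressing PTHR1 and a GloSensor cAMP reporter, 3,000/well, plated overnight, given luciferin plus IBMX (each 0.5 mM as added) for 1 h at 37 °C, then compound for 1 h at 37 °C. Luminescence was read after 15 min at room temperature.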
EPAC1 agonist: qHTS for Agonist of cAMP-regulated guanine nucleotide exchange factor 3 (EPAC1): primary screen; Rap guanine nucleotide exchange factor 3 (Homo sapiens), O95398; EPAC1 agonist qHTS, biochemical assay; response scale: 100% = response to 6.5 mM cAMP; actives 0.073% (n = 360,000); Potency, µM (highest dose often 154 µM), for inactives: at the highest dose activation, usual class: activators; AID 720707, 2013; note: nearly all actives have a fitted effect of over 60% in size
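EPAC1 100 nM, Rap1B–BODIPY-GDP 250 nM, unlabeled GDP 50 uM; compound titration; 5 min RT; kinetic read ex480/em540 at 5-min intervals ×30 min; data normalized to 6.5 mM cAMP agonist control.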
EPAC2 antagonist: qHTS for Antagonist of cAMP-regulated guanine nucleotide exchange factor 2 (EPAC2): primary screen. Rap guanine nucleotide exchange factor 4 (Homo sapiens), Q8WZA2. EPAC2 GEF exchange of Rap1B-BODIPY-GDP, fluorescence. AID 720708, 2013. actives 0.18% (n = 360,000). Potency, µM (highest dose often 114 µM), inactives show top-dose activity, negative = inhibition, usual class: inhibitors; note: % is set by controls: 0 for no effect and ±100 for the full control effect; nearly all actives have a fitted effect of over 45% in size; many of its hits are not listed in these tables
EPAC2 agonist: qHTS for Agonist of cAMP-regulated guanine nucleotide exchange factor 4 (EPAC2): primary screen; Rap guanine nucleotide exchange factor 4 (Homo sapiens), Q8WZA2; EPAC2 activation, biochemical qHTS; response scale: 100% = 6.5 mM cAMP response; Potency, µM (doses to about 154 µM), inactives show at the highest dose activation, actives largely listed as activators; actives 0.079% (n = 360,000); note: nearly all actives have a fitted effect of over 50% in size
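EPAC2 (100 nM) mixed with Rap1B loaded with BODIPY-GDP (250 nM) plus 50 uM unlabeled GDP; compounds pinned in, 5 min RT, then read every 5 min for 30 min (ex 480, em 540 nm). Normalized to cAMP control.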
* hit, by the source's call; i = inactive; ? = inconclusive; . = no result given; [ ] = dose if it differs, or a comment. Calls come from the whole dose curve; as a rule, active = well fitted curve in the direction sought with a large enough effect; inconclusive = small, poorly fitted or top-dose-only effect, or another doubt; inactive = no such curve, though single readings can be large; an effect the other way counts as inactive or inconclusive. Potency is the fitted concentration of half-maximal effect.

Molecule | TDP-43 yeast inh | FUS yeast rescue | aSyn rescue | EPAC1 antag | PTHR1 ag | EPAC1 agonist | EPAC2 antagonist | EPAC2 agonist
Cc1ccc(S(=O)(=O)N(C)C)cc1NC(=S)N1CCc2ccccc21 | -14.8% | 27.4% | 0.7% | -28.1% | -45.2%[inhibitor] | -4.3% | 0.9% | -1.8%
Cc1ccc(S(=O)(=O)N2CCCCC2)cc1C(=O)NC1CC(C)(C)NC(C)(C)C1 | -5.6% | 6.2% | 0.7% | -1.1% | i | 4.3% | -4.2% | 3.1%
CN1CCN(C(=O)C2CC(c3ccc(F)cc3)=NO2)CC1 (centres undefined) | 0.0% | -13.7% | -7.4% | -4.8% | i | -14.6% | 6.9% | 2.3%
Cc1cc(Nc2ccc(F)cc2Cl)n2nc(C)nc2n1 | ? | -24.2% | -5.7% | -19.3% | -21.5% | -1.0% | -15.5% | 8.8%
S=C(NCCCn1ccnc1)Nc1ccc(Cl)cc1Cl | -11.6% | 2.8% | -11.1% | -3.8% | i | 5.1% | 19.7% | -1.7%
CC(C)(C)c1ccc(C(=O)NCCCNC(=O)c2cccnc2)cc1 | -1.0% | 25.6% | -0.1% | -17.6% | -5.6% | 4.4% | 5.0% | 7.5%
CCCc1ccc(OCC(=O)Nc2cc(S(=O)(=O)CC)ccc2O)cc1 | 2.0% | 1.4% | 7.2% | -10.4% | -86.1%[inhibitor] | 3.2% | 0.1% | 5.3%
Cc1ccsc1C1Nc2ccccc2C(=O)N1O (centres undefined) | 24.3% | . | 4.5% | 5.0% | -21.5% | -3.7% | 6.8% | 7.5%
Cc1ccc(N(CN2CCCC2=O)C(=O)c2ccc(OC(C)C)cc2)cc1 | 0.0% | 15.0% | 4.2% | 2.1% | -6.6% | -6.6% | 5.3% | -0.9%
Cc1ccccc1OCC(=O)NCCCNC(=O)c1ccccn1 | -5.1% | 13.3% | 0.2% | 22.1% | ? | -1.8% | 21.9% | -4.4%
Cc1ccc(CN2CCC(n3nccc3NC(=O)c3ccc4c(c3)OCO4)CC2)o1 | -3.7% | . | -2.9% | 8.4% | i | 8.1% | 0.2% | 0.0%
Cc1ccc(S(=O)(=O)NN/C(=N/S(=O)(=O)c2ccccc2)c2ccccc2)cc1 | -1.2% | -26.9% | 2.2% | -12.7% | 5.7% | -8.1% | 1.2% | -1.3%
O=C(CCC(=O)c1ccc(F)cc1)NCc1ccccc1C(F)(F)F | ? | 3.9% | 9.0% | -7.2% | i | -12.6% | -0.8% | 6.7%
CC1(C)Nc2ccccc2N(Cc2ccc([N+](=O)[O-])cc2)C1=O | -24.7% | -3.0% | -1.1% | -6.7% | -3.1% | 8.8% | -11.8% | 12.5%
COc1ccc(CN(C)Cc2cc(=O)oc3cc(C)c(C(C)C)cc23)cc1OC | -18.6% | 16.0% | 8.1% | 1.0% | -19.9% | 3.6% | ? | 8.5%
COc1ccc(C(C(=O)NC(C)(C)C)N(CCc2ccccc2)C(=O)CCC(=O)Nc2cc(C)on2)cc1 (centres undefined) | -3.7% | -6.7% | -3.6% | -13.4% | -15.4% | -3.3% | -12.9% | 9.5%

A stretch from further up, for reference:
Molecule | TDP-43 yeast inh | FUS yeast rescue | aSyn rescue | EPAC1 antag | PTHR1 ag | EPAC1 agonist | EPAC2 antagonist | EPAC2 agonist
Cc1ccc(CN2CCC(n3nccc3NC(=O)c3ccc4c(c3)OCO4)CC2)o1 | -3.7% | . | -2.9% | 8.4% | i | 8.1% | 0.2% | 0.0%
Cc1ccc(S(=O)(=O)NN/C(=N/S(=O)(=O)c2ccccc2)c2ccccc2)cc1 | -1.2% | -26.9% | 2.2% | -12.7% | 5.7% | -8.1% | 1.2% | -1.3%
O=C(CCC(=O)c1ccc(F)cc1)NCc1ccccc1C(F)(F)F | ? | 3.9% | 9.0% | -7.2% | i | -12.6% | -0.8% | 6.7%
CC1(C)Nc2ccccc2N(Cc2ccc([N+](=O)[O-])cc2)C1=O | -24.7% | -3.0% | -1.1% | -6.7% | -3.1% | 8.8% | -11.8% | 12.5%
COc1ccc(CN(C)Cc2cc(=O)oc3cc(C)c(C(C)C)cc23)cc1OC | -18.6% | 16.0% | 8.1% | 1.0% | -19.9% | 3.6% | ? | 8.5%

Continuation:
Molecule | TDP-43 yeast inh | FUS yeast rescue | aSyn rescue | EPAC1 antag | PTHR1 ag | EPAC1 agonist | EPAC2 antagonist | EPAC2 agonist
CCCOc1ccc(F)cc1-c1cc(C(=O)NCc2ccco2)[nH]n1 | 14.1µM* | 13.4% | ? | -11.2% | -47.0%[inhibitor] | -2.3% | 9.9% | 8.6%
Cc1cc(C)cc(CC(=O)N2CCC2(C)C(=O)NS(=O)(=O)c2ccc(C(C)(C)C)cc2)c1 (centres undefined) | ? | ? | -3.9% | -14.9% | -3.3% | -6.7% | -11.2% | 0.7%
CCCCN(C)CCOc1ccccc1OCC | 21.0% | . | 6.5% | 13.1% | -12.1% | 2.2% | 8.1% | -3.5%
O=C(CN1CCCCCCC1)N/N=C/c1ccc(F)c(F)c1 | -17.7% | 11.3% | -10.6% | 6.5% | i | -2.3% | 14.3% | 5.3%
Cc1cc(-c2ccc(C(C)C)c(S(=O)(=O)N3CCN(c4ccccn4)CC3)c2)on1 | 9.7% | 39.2% | 11.5% | -3.5% | -11.0% | 15.0% | -6.3% | 14.6%
CCOC(=O)c1cc(C)sc1NC(=S)Nc1ccccc1 | 7.9% | -5.9% | -0.9% | -26.1% | i | 23.0% | -0.4% | 17.3%
CC1CCCCN1CCNC(=O)c1ccc2c(c1)N(Cc1ccccc1)C(=O)c1ccccc1S2(=O)=O (centres undefined) | -4.6% | 10.8% | 5.0% | 9.4% | i | -6.7% | 6.3% | 4.3%
COc1ccc2nc(NS(=O)(=O)c3ccc(NC(C)=O)cc3)sc2c1 | -12.0% | 5.5% | -1.4% | -11.7% | -6.4% | 7.6% | -4.4% | 13.5%
COc1ccccc1N1CCN(/N=C/C=C\c2ccccc2[N+](=O)[O-])CC1 | 20.1% | 4.9% | -1.8% | -14.1% | -7.4% | 3.9% | 28.9% | 18.6%
O=C(/C=C/c1cccc(F)c1)NC1CCN(Cc2ccccc2)CC1 | 7.3% | -9.6% | 0.0% | -1.2% | -3.9% | 7.5% | 7.7% | -1.6%
C(=Cc1c[nH]c2ccccc12)c1ccc2ccccc2n1 | 1.4% | ? | 6.7% | -11.8% | -29.1% | 3.0% | -1.2% | 13.8%
CCCC(=O)OCC(=O)Nc1ccccc1Sc1ccccc1 | 18.0% | . | 12.0% | -3.7% | -0.9% | 2.3% | -26.4% | -4.3%
CC(=O)c1cnn(-c2ccc(Cl)c(Cl)c2Cl)c1C | 11.2% | 4.5% | -4.9% | 12.6% | -26.4% | -2.5% | -27.2% | 2.0%
N#CC(c1ccccc1)C(CC(=O)c1ccccc1)c1ccccc1 (centres undefined) | 14.9% | 13.6% | 3.4% | 12.5% | -19.7% | 21.5% | -26.6% | 10.2%
COc1nc(N)c(S(=O)(=O)c2ccccc2)cc1C#N | -10.6% | 12.7% | 7.7% | 8.3% | i | 1.2% | 3.6% | 3.4%
CCCCS(=O)(=O)NC1=NCN(CCO)CN1 | 10.1% | 16.1% | -5.7% | 6.8% | 7.3% | -2.9% | 14.7% | 0.2%
Cc1ccc(/C=N/NC(=O)Nc2ccccc2)o1 | 10.0% | . | 5.9% | 0.2% | -19.3% | 4.8% | 2.9% | 7.2%
Cc1cccc(/N=C/c2c(O)cc(C)oc2=O)n1 | -14.9% | 19.5% | -2.2% | 8.8% | -24.6%[57.5 µM] | 13.8% | -1.8% | -4.5%
C=CC(O)Cc1c(C)n[nH]c1C (centres undefined) | -13.1% | 15.6% | 23.2% | 4.3% | i | 9.8% | -2.4% | 14.3%
COCCCNCCC(CCC(C)C)c1ccc2c(c1)OCO2 (centres undefined) | 9.7% | 9.1% | 3.7% | 8.7% | -20.9% | 1.6% | 0.4% | 15.2%
Cc1cc(OCC(=O)NNC(=S)NC(=O)c2cccs2)ccc1Cl | 0.0% | 4.9% | 19.6% | -2.4% | i | 11.9% | 1.7% | 7.4%
CCOC(=O)c1ccc(CNC(=O)CSc2nnnn2-c2ccc(Cl)cc2)o1 | 0.0% | 22.2% | 0.9% | -2.7% | -22.8% | -3.3% | 4.8% | 3.2%
O=C(NNC(=O)C1CC1)c1cc(Cl)nc2ccccc12 | -17.3% | 10.9% | -1.0% | 8.5% | 21.8% | -4.6% | 11.4% | 11.0%
O=C(CN1C(=O)NC2(CCCCC2)C1=O)NNC(=O)C1CC1 | -24.6% | -36.0% | -3.5% | 1.8% | ? | -4.6% | 11.6% | 16.6%
CC(Sc1nnc(C(C)Oc2ccccc2F)o1)C(=O)NCc1ccc2c(c1)OCO2 (centres undefined) | 8.8% | 42.0% | -1.3% | -11.7% | -23.0% | 1.4% | -11.5% | 1.4%
CC(=O)C(Sc1nc(N(C)C)nc(N(C)C)n1)C(=O)Nc1ccccc1 (centres undefined) | ? | 16.8% | 4.3% | -21.6% | -4.0% | -0.8% | -10.9% | -1.7%
CC(=O)c1ccccc1NC(=O)COC(=O)CCC1CCCC1 | 19.5% | 4.4% | -17.4% | -8.0% | -18.5% | 2.3% | -28.4% | -1.1%
Cc1ccc(S(=O)(=O)N2CCN(S(C)(=O)=O)CC2)cc1 | -11.8% | 30.0% | 5.0% | -10.1% | -12.5%[57.5 µM] | 5.7% | -2.7% | -3.7%
FC(F)Oc1ccc(NC(=S)N2CCN(Cc3ccccc3)CC2)cc1 | 0.8%[9.22 µM] | 9.5% | 0.1% | ? | -15.5% | 1.3% | -13.9% | 19.3%
CC1=[N+](CC(=O)c2ccccc2)CCn2cccc21 | -12.4% | 13.6% | -3.9% | 4.9% | -20.4% | -8.9% | 14.2% | -1.9%
COc1cc(C(=O)NC(=S)Nc2ccc3oc(=O)ccc3c2)cc(OC)c1OC | -1.6% | -25.4% | -3.4% | 9.6% | -3.3%[57.5 µM] | 7.1% | -2.9% | 6.5%
CNC(=S)Nc1cccc(C(=O)OC)c1 | 8.5% | -13.7% | 5.1% | 15.8% | i | -2.0% | 12.1% | 1.9%
CCOc1ccccc1NC(=O)CCc1ccc(C)o1 | 5.8% | -29.8% | -8.7% | -4.9% | i | 4.2% | 3.3% | 7.1%

Some of the compounds tested, so the mix of outcomes need not match the whole.
